Sm TGR inh: qHTS Assay for the Inhibitors of Schistosoma Mansoni Peroxiredoxins; purified TGR, DTNB reduction, TNB absorbance 405 nm; Potency, µM (titrated, usually from 114 µM), inactives show at the top dose activity change, negative = inhibition, actives largely listed as inhibitors; 3% of 360,000 active; AID 485364, 2010; further: potency means the concentration at half of the fitted maximal effect; nearly all actives have a fitted effect of over 60% in size
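Kinetic colorimetric format: TGR-catalysed, NADPH-driven DTNB reduction monitored via TNB absorbance. Enzyme dispensed at 20 nM; compound exposure 15 min at room temperature before reaction start.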
AmpC inh no detg: qHTS Inhibitors of AmpC Beta-Lactamase (assay without detergent); P00811; AmpC nitrocefin hydrolysis, absorbance 480 nm, 0.0001% Triton; Potency, µM (titrated, usually from 57.1 µM), inactives show top-dose activity change, negative = inhibition, most hits filed as inhibitors; 0.52% of 330,000 active;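 further: potency means the concentration at half of the fitted maximal effect; plate controls were no compound for no effect and no enzyme for full effect; nearly all actives have a fitted effect of over 20% in size; some results filed as inactive show a strong effect at the top dose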
Target sequence (P00811 whole entry, looked up): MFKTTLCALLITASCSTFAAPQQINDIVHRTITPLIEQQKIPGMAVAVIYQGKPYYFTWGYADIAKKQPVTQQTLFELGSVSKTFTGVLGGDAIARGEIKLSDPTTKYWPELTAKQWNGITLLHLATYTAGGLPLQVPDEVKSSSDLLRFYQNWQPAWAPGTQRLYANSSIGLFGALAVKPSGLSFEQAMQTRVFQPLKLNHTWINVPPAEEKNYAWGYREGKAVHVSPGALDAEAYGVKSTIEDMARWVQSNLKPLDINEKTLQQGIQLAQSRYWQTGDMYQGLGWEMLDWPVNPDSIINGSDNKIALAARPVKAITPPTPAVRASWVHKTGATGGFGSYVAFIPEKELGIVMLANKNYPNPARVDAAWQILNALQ
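AmpC (5.3 nM in the dispensed reagent) in 20 mM phosphate pH 7.0 with 0.01% (detergent screen) or 0.0001% Triton X-100 was preincubated with compounds for 15 min at room temperature. Nitrocefin was then added from an 800 uM solution, and hydrolysis was followed at 480 nm.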
LmPK inh: qHTS Assay for Inhibitors of Leishmania Mexicana Pyruvate Kinase (LmPK); purified LmPK, Kinase-Glo ATP luminescence, 1 h; Potency, µM (top dose mostly 57.5 µM), for inactives: top-dose activity change, negative = inhibition, usual class: inhibitors; 0.37% of 290,000 active; further: potency means the concentration at half of the fitted maximal effect
Target sequence (Q27686 whole entry, looked up): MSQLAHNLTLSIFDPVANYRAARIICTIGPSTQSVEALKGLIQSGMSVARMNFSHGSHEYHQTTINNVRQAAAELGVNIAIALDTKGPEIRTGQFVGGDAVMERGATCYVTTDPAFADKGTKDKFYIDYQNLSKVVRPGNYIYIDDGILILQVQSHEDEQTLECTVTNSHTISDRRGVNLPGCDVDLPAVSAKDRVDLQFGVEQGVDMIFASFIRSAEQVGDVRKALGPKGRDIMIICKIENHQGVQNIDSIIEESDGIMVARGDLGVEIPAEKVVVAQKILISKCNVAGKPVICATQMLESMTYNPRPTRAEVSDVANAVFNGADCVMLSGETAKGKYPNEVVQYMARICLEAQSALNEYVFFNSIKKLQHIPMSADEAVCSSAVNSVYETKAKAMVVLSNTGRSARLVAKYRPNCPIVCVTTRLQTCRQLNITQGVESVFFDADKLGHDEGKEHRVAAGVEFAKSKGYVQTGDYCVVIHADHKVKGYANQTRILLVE
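In 50 mM imidazole pH 7.2 with 7 mM MgCl2, LmPK (0.1 nM) turned over PEP (0.5 mM) and ADP (0.1 mM) for 1 h at room temperature. Luciferase read-out of ATP.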
HCMV antiviral: qHTS Assay for inhibitors of the human cytomegalovirus (HCMV); AID 1259415, 2018; HFF cells, HCMV-luciferase reporter, 72 h; active compounds read low; activity change, negative = inhibition, % at 57.5 µM; 4.5% of 410,000 active; in the data active means activity change below about -60%; inconclusive means no clear call, values can overlap the other calls; inactive means above about -39%
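Compounds were evaluated in HFFs infected with an HCMV luciferase reporter virus (MOI 1 PFU/cell). Luciferase in lysates collected 72 h post infection served as the replication measure.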
AmpC detergent: qHTS Inhibitors of AmpC Beta-Lactamase (assay with detergent) | P00811 | AmpC hydrolysis of nitrocefin, absorbance 480 nm, 0.01% Triton | Potency, µM (titrated, usually from 114 µM), for the others: at the top dose activity change, negative = inhibition, usual class: inhibitors | 0.041% of 370,000 active;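 further: potency means the concentration at half of the fitted maximal effect; 0% = no-compound wells and -100% = no-enzyme wells; nearly all actives have a fitted effect of over 25% in size; some results filed as inactive show a strong effect at the top dose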
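AmpC (5.3 nM in the dispensed reagent) in 20 mM phosphate pH 7.0 with 0.01% (detergent screen) or 0.0001% Triton X-100 was preincubated with compounds for 15 min at room temperature. Nitrocefin was then added from an 800 uM solution, and hydrolysis was followed at 480 nm.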
TbPYK inhibitor: qHTS of Trypanosoma Brucei Inhibitors; pyruvate kinase (Trypanosoma brucei), Q57TT1; TbPYK enzyme, Kinase-Glo Plus ATP luminescence, 45 min; Potency, µM (titrated, usually from 76.8 µM), for the others: at the highest dose activity, negative = inhibition, usual class: inhibitors; 0.12% of 410,000 active; further: potency means the concentration at half of the fitted maximal effect; nearly all actives have a fitted effect of over 50% in size
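Enzyme and substrate buffer are dispensed first and compound is pin-transferred. ADP at 130 uM final then starts the reaction, which runs 45 min at room temperature. Detection reagent is added for 10 min before luminescence is imaged.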
AMA1 RON2 block: qHTS for Inhibitors of AMA1-RON; Towards Development of Antimalarial Drug Lead: Primary Screen; Plasmodium falciparum AMA1 (3D7) - RON2 peptide interaction; AID 720542, 2013; 0.2% of 360,000 active; Potency, µM (doses to about 58.2 µM), inactives show at the top dose activity change, negative = inhibition, hits mostly inhibitors; AlphaScreen AMA1-biotinylated RON2 peptide binding;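 further: potency means the concentration at half of the fitted maximal effect; 0% = vehicle wells and -100% = peptide control; nearly all actives have a fitted effect of over 45% in size; some results filed as inactive show a strong effect at the top dose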
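AMA1 (3D7) with his tag at 25 nM final met compounds first, then biotinylated RON2 peptide at 25 nM; detection used donor plus acceptor beads, 10 µg/mL apiece, read by AlphaScreen after 30 min at room temperature.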
The depositor's hits bear a star; u = inconclusive; x = no result given; & = joins results of further samples; [ ] = another dose, or the depositor's remark. Unless noted, the call rests on the fitted dose curve; in most records, active means well fitted curve in the direction sought with a large enough effect; inconclusive means small, poorly fitted or top-dose-only effect, or another doubt; inactive means no such curve, though single readings can be large; an effect the other way counts as inactive or inconclusive. Unless noted, on the % scale 0 is the no-effect control and ±100 the full control effect.

SMILES	Sm TGR inh	AmpC inh no detg	LmPK inh	HCMV antiviral	AmpC detergent	TbPYK inhibitor	AMA1 RON2 block
CC(Oc1cc2oc(=O)c3c(c2cc1Cl)CCCC3)C(=O)NCCN1CCOCC1 (stereo not given)	1%	121%[activator]	0%	10	u	-24%	14%
Cc1cccc(NS(=O)(=O)c2ccc(C)c(C(=O)OCC(=O)Nc3cc(C)on3)c2)c1	1%	-16%	0%	-39	u	5%	-5%
Cc1ccsc1CN1CCc2nc(Nc3ccccc3)ncc2C1	-3%	x	x	55	-5%	0%	x
C=CCN(CC=C)Cc1c(O)ccc2c1oc(=O)c1ccccc12	x	x	x	-9	x	-22%	21µM*
O=C(O)c1cc(N=Nc2c(O)ccc3ccccc23)cc(C(=O)O)c1	-33%	-13%	u	150	-11%	13µM*	-9%
COCCCN=Cc1c(C)[nH]n(-c2ccc(Br)cc2Br)c1=O	-3%	-4%	3%[11.5 µM]	-27	8%	3%	1%
COc1cccc(CNC(=O)CCC(=O)N2Cc3cccc(OC)c3Oc3ncccc32)c1OC	-7%&9%	27%	2%	0&-21	2%&19%	4%&3%	-9%
Cc1ccc2nc(COc3cccc(NC(=O)c4ccccc4Cl)c3)cc(=O)n2c1	4%	x	x	0	18%	-3%	x
Clc1cccc(Cl)c1C1=NOC(c2nnc(-c3ccccc3)o2)C1 (stereo not given)	1%	-37%	1%	64	4%	2%	-4%
c1csc(CNc2ncnc3sccc23)c1	x	x	x	-79*	x	-2%	3%
Cc1ccc2c(c1)N(CCC(=O)NCc1ccc(F)cc1)C(=O)CO2	18%	x	x	-36	19%	10%	x
Cc1ccc(NC(=O)CN(C)S(=O)(=O)c2cccc3cccnc23)cc1F	-3%&8%	-31%	8%	u	-6%&16%	2%&2%	0%
COC(=O)NNC(=O)C(C)Oc1ccc(Cl)cc1Cl (stereo not given)	-12%	-12%	2%	-29	5%	2%	-3%
CCN(CC)S(=O)(=O)c1ccc2nc(CSc3nnnn3-c3ccc(O)cc3)[nH]c2c1	1%	u	-3%	22	-15%	-1%	5%
Oc1cc(OCc2ccccc2)ccc1-c1[nH]ncc1-c1ccccc1	12%	-48%	2%	u	0%	1%	98%[activator]
CCOC(=O)C1=C(CSc2nc(CC)c(C)cc2C#N)OC(N)=C(C#N)C1c1ccc(OC)cc1 (stereo not given)	u	-31%	4%	25	1%	u	9%
COc1cc(Nc2nc3ccc(Cl)cc3n3cnnc23)cc(OC)c1OC	-13%	23%	0%	-3	-4%	-15%	10%
CCOC(=O)c1cc(-c2ccc(C)cc2)nn1Cc1ccccc1	0%	x	x	80	7%	12%	x
CCc1cnc2c(c1SCCC(C)C)c(=O)n(C)c(=O)n2C	-4%	x	x	0	3%	0%	x
Cc1ccc2c(c1)CCCN2C(=O)c1ccncc1	-4%	-9%	-5%	-6	-4%	1%	u
COc1ccc(NC(=O)CCn2c(=O)c3cccn3c3ccccc32)cc1	-1%	-34%	-11%	-38	-2%	1%	1%
Fc1ccc(CN2CCN(c3ncccn3)CC2)cc1	3%	-5%	-11%	-34	-1%	21%	-4%
Cc1noc(C)c1C(=O)Nc1ccccc1-c1ccccc1	3%	-4%	-2%	-15	7%	1%	0%
Cc1ccccc1C(=O)Nc1ccc2nc(SCCOc3ccccc3)sc2c1	-9%	x	x	-6	18%	1%	x
CC1CCCN(c2nc3c(c(=O)[nH]c(=O)n3C)n2CCCc2ccccc2)C1 (stereo not given)	0%	-6%	2%	-11	u	-2%	-4%
Cc1ccc(S(=O)(=O)CCN2C=CC(C(F)(F)F)=NCC2)cc1	5%	14%	3%	-6	4%	1%	31%[activator]
CCOC(=O)c1ccc(COC(=O)CNS(=O)(=O)c2ccccc2)cc1	3%	-17%	6%	-27	3%	5%	-2%
COc1cccc(/C=N\NC(=O)c2ccc(Cn3cc(Br)c([N+](=O)[O-])n3)o2)c1O	2%	12%	6%	-81*	4%	2%	42%[activator]
Cc1ccc(NC(=O)c2ccc(S(=O)(=O)N3CCOCC3)cc2)cc1	2%	3%	-4%	u	-2%	1%	-13%
CC(C)CC(=O)Nc1cc2nn(-c3ccccc3)nc2cc1Cl	0%	-18%	-3%	20	0%	5%	-3%
O=C(CC1N=C2c3ccccc3N=C(SCc3ccccc3F)N2C1=O)NCc1ccc2c(c1)OCO2 (stereo not given)	1%	x	x	23	5%	3%	x
O=C(CCN1CCN(C/C=C/c2ccccc2)CC1)Nc1ccccc1F	-3%	177%[activator]	2%	40	1%	-3%	-10%
CCn1c(SCc2cccc(OC)c2)nc2ccccc2c1=O	6%	-7%	0%	-32	4%	-11%	-5%
COCCN1C(=S)N[C@@H](c2cccc(F)c2)C(C(=O)OC)=C1C	-1%&-1%	-30%&93%	-8%&-3%	x	u	x	x
O=C(Cn1nnc2ccccc21)OCC(=O)c1ccccc1	-26%	-13%	2%	1	-2%	2%	-21%
Cc1cc(SCCOc2ccc(Br)cc2)nc(N)n1	-6%	-3%	7%	-20	4%	-2%	13%
O=C(O)COc1ccccc1C=NNC(=O)c1ccccc1NS(=O)(=O)c1cccs1	x	-21%	x	-17	x	7%	44%[activator]
COc1cc(NC(=O)Nc2nc(C(N)C(C)C)cs2)cc(OC)c1OC (stereo not given)	x	x	x	39	x	-3%	57%[activator]
Cc1ccc(-c2cc(C(=O)NCCCN3CCOCC3)c3ccc(Cl)c(C)c3n2)cc1	7%	5%	2%	-4	-8%	-7%	-2%
CC(NC(=O)c1ccc(Cl)cc1Cl)C(c1ccccc1)N1CCOCC1 (stereo not given)	18%	-1%[11.4 µM]	1%	-66*	u	1%	-6%

Single records, as listed above.
Entry for CC1CCCN(c2nc3c(c(=O)[nH]c(=O)n3C)n2CCCc2ccccc2)C1 (stereo not given) → Sm TGR inh: 0%; AmpC inh no detg: -6%; LmPK inh: 2%; HCMV antiviral: -11; AmpC detergent: u; TbPYK inhibitor: -2%; AMA1 RON2 block: -4%
Entry for CC(C)CC(=O)Nc1cc2nn(-c3ccccc3)nc2cc1Cl → Sm TGR inh: 0%; AmpC inh no detg: -18%; LmPK inh: -3%; HCMV antiviral: 20; AmpC detergent: 0%; TbPYK inhibitor: 5%; AMA1 RON2 block: -3%

(listing goes on)
SMILES	Sm TGR inh	AmpC inh no detg	LmPK inh	HCMV antiviral	AmpC detergent	TbPYK inhibitor	AMA1 RON2 block
Nc1cc2c(cc1Cl)-c1ccc(Cl)cc1C2=O	x	x	x	u	x	0%	-20%
Cc1c(C(=O)O)oc2c1-c1nn(Cc3ccc(Cl)cc3)cc1CC2	u	x	x	-39	14%	8%	x
O=Cc1ccc(OC(=O)Cc2ccc(F)cc2)cc1	5%	-22%	4%	x	-12%	x	x
CCN(CC)S(=O)(=O)c1cccc(C(=O)N2CC(O)CC2C(=O)OC)c1 (stereo not given)	7%	-11%	-6%	3	-16%	-23%	2%
O=C(CSc1nnc(-c2cccs2)n1-c1ccccc1)NCc1ccc2c(c1)OCO2	4%	-4%	-5%	u	-1%	1%	-19%
CCc1nc2ccc(C(=O)N3CCN(C(=O)c4ccco4)CC3)cn2c1N(C)Cc1cccs1	x	x	x	-15	x	3%	-8%
Cc1nc2ccccc2n1CC(O)c1ccccc1 (stereo not given)	2%	-18%	3%	32	-12%	-7%	10%
COc1ccc(C(CCNCc2ccc(OC(C)C)cc2)c2ccccc2OC)cc1 (stereo not given)	-2%	11%	-2%	-70*	-4%	8%	-12%
Cc1ccc(F)cc1C(=O)N1CCCCC1c1cc(C(=O)Nc2ccccc2)no1 (stereo not given)	x	x	x	-16	x	-1%	-6%
CCOc1ccc(Cl)cc1S(=O)(=O)N1CCN(c2ccc(F)cc2)CC1	7%	-12%	3%	-1	-2%	-3%	-12%
Cc1ccc(S(=O)(=O)c2nc(-c3ccccc3)oc2SCC(=O)NCC2CCCO2)cc1 (stereo not given)	-12%	84%[activator]	0%	u	-6%	8%	-4%
Cc1ccc(CNC(=O)C(Cc2ccccc2)n2cccc2)cc1 (stereo not given)	3%	33%	0%	0	-1%	6%	-23%
Nc1nc(-c2ccccc2)[nH]c(=O)c1N	1%	-14%	5%	-2	6%	2%	15%
Cc1nc2ccccc2c(=O)n1-c1ccc(NC(=O)C(F)(F)F)cc1	17%	x	x	-4	3%	-1%	x
COc1ccc(C(=O)NCCN=C2NS(=O)(=O)c3ccccc32)cc1	4%	-28%	-4%	10	-3%	4%	0%
COc1ccc(-n2c(=O)c3sc4ccccc4c3n(CC(=O)Nc3cccc(C)c3)c2=O)cc1	-1%	x	x	11	-6%	8%	x
Cc1cccc(NS(=O)(=O)c2cccc(C(=O)N3CCCC(C(F)(F)F)C3)c2)c1 (stereo not given)	-2%	2%	x	-4	-20%	-3%	59%[activator]
N#CC1=C(N)Oc2n[nH]c(-c3cccs3)c2C1c1ccncc1 (stereo not given)	5%	-38%	6%	9	4%	1%	2%
CC1(C)CNC(=O)CC(C)(C)N1O	-19%	-17%	-4%	27	-2%	0%	-3%
O=C(Nc1ccccc1)c1ccc(S(=O)(=O)N2CCOCC2)cc1	-1%	-19%	3%	-11	u	2%	-13%

2 records drawn at random from the list so far:
SMILES	Sm TGR inh	AmpC inh no detg	LmPK inh	HCMV antiviral	AmpC detergent	TbPYK inhibitor	AMA1 RON2 block
Cc1nc2ccccc2n1CC(O)c1ccccc1 (stereo not given)	2%	-18%	3%	32	-12%	-7%	10%
CCN(CC)S(=O)(=O)c1cccc(C(=O)N2CC(O)CC2C(=O)OC)c1 (stereo not given)	7%	-11%	-6%	3	-16%	-23%	2%

Other compounds:
SMILES	Sm TGR inh	AmpC inh no detg	LmPK inh	HCMV antiviral	AmpC detergent	TbPYK inhibitor	AMA1 RON2 block
O=C(Nc1ccccc1OC(=O)N1CCOCC1)N1CCOCC1	2%	-5%	3%	39	-4%	1%	33%[activator]
O=C(Nc1cnn(Cc2ccccc2)c1)c1cc2nc(-c3ccco3)cc(C(F)(F)F)n2n1	-20%	0%	0%	21	u	-4%	3%
Cc1nc2cc3sc(C)nc3cc2s1	12%	-12%	5%	13	-1%	-1%	6%
COc1ccccc1NC(=O)c1cc2c(=O)n(C)c3ccccc3c2n1C	-9%	125%[activator]	12%	-38	0%	0%	-7%
CN1CCN(Cc2nc3ccccc3c(=O)n2Cc2nc(-c3ccc4ccccc4c3)cs2)CC1	-4%	234%[activator]	5%	-76*	-3%	3%&9%	-22%
COc1ccc(C2/C(=C(\O)c3ccc4c(c3)OCCO4)C(=O)C(=O)N2c2nc(C)c(C(C)=O)s2)cc1 (stereo not given)	-24%	-32%	-1%	0	-10%	2%	19%
